From PubChem BioAssay
MmCpn inh = M. maripaludis TRiC chaperonin inhibition; purified Mm-Cpn ATPase, ADP Transcreener TR-FRET; Potency, µM (titrated, usually from 76.9 µM), without a hit: at the highest dose activity, negative = inhibition, actives largely listed as inhibitors; 0.031% of 330,000 active; active = well fitted inhibition curve with a large enough effect; also: nearly all actives have a fitted effect of over 80% in size
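Purified archaeal chaperonin (25 nM final) was preincubated with compound for 10 min at 37°C, then ATP (10 uM final) was added for 30 min at 37°C in Tris pH 7.4/KCl/MgCl2/DTT buffer. ADP was quantified by HTRF Transcreener TR-FRET.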
Numbers without * were called inactive; [ ] = remark or other dose. % is scaled to controls: 0 for no effect and ±100 for the full control effect; potency is read from the fitted curve at half-maximal effect. These rows are one share of the data (hit frequency here may not be typical).

#	smiles	MmCpn inh
1	CCCNC(=O)C(C)n1c2ccccc2c2nc(=O)cc(C)n21 (stereo unspecified)	-3%
2	Cc1sc(/N=C/c2ccccc2O)c(C#N)c1C	1%
3	CCOC(=O)CCCCC(=O)c1[nH]c(=O)[nH]c1C[n+]1ccccc1	-7%
4	Cc1ccc(C2(C)NC(=O)N(CC(=O)NC(=O)NC3CCCC3)C2=O)cc1 (stereo unspecified)	-1%
5	COc1ccc(S(=O)(=O)Nc2nc3ccccc3nc2Nc2ccc3c(c2)OCO3)cc1	1%
6	N#Cc1ccc(Cl)cc1NC(=O)CSc1nc2nc(-c3cccs3)cc(C(F)(F)F)c2c(=O)[nH]1	-6%
7	COc1ccccc1NS(=O)(=O)c1cc(NC(=O)C2CC2)ccc1N1CCOCC1	-3%
8	CCOC(=O)c1[nH]c(C)c(/C(O)=C2\C(=O)C(=O)N(CCCN(C)C)C2c2ccncc2)c1C (stereo unspecified)	-1%
9	Cc1cc(NC(=O)CN2CCCCC2C)nc2c1c(=O)oc1ccccc12 (stereo unspecified)	-4%
10	Cc1noc(/C=C/N(C)C)c1S(=O)(=O)N1CCCC(C(=O)NCc2ccc(F)cc2)C1 (stereo unspecified)	-3%
11	CC(=O)c1cc2c(cc1NC(=O)CCC1CCCC1)OCO2	3%
12	Cc1sc2c(c1C)CN(C1CC(C)(C)NC(C)(C)C1)CN2C(=O)c1ccco1	2%
13	Cc1ccc(C)c(Cc2c(C)nc3c(C(=O)NCc4ccc5c(c4)OCO5)cnn3c2C)c1	1%
14	O=c1[nH]c(=S)[nH]c(O)c1N=Nc1ccc(-c2ccccc2)cc1[N+](=O)[O-]	-1%
15	Cc1cc(C(=O)CSc2nc3ccccc3c(=O)n2C)c(C)n1CC1CCCO1 (stereo unspecified)	-5%
16	O=C1C=C(NCCN2CCOCC2)C(=O)c2cnccc21	-4%
17	CN(C)c1ccc(/C=c2\sc3nc(-c4ccccc4)nn3c2=O)cc1	-2%
18	COC(=O)c1ccc(C)c(NC(=O)Cc2ccc([N+](=O)[O-])cc2)c1	0%
19	C#CCOCCOCCOCCNc1nc(N2CCN(C(=O)[C@H](CCC(=O)O)n3cc(C(N)CO)nn3)CC2)nc(N2CCN(C(=O)[C@H](CCC(=O)O)n3cc(C(N)CO)nn3)CC2)n1 (stereo partly specified)	1%
20	N#CC(c1nc2ccccc2nc1N1CCCCC1)S(=O)(=O)c1ccc(Cl)cc1 (stereo unspecified)	-1%

Some of the entries so far, as labelled records.
9: Cc1cc(NC(=O)CN2CCCCC2C)nc2c1c(=O)oc1ccccc12 (stereo unspecified)
  MmCpn inh: -4%
10: Cc1noc(/C=C/N(C)C)c1S(=O)(=O)N1CCCC(C(=O)NCc2ccc(F)cc2)C1 (stereo unspecified)
  MmCpn inh: -3%

Some of these compounds in order of SMILES length, highest first:
#	smiles	MmCpn inh
6	N#Cc1ccc(Cl)cc1NC(=O)CSc1nc2nc(-c3cccs3)cc(C(F)(F)F)c2c(=O)[nH]1	-6%
20	N#CC(c1nc2ccccc2nc1N1CCCCC1)S(=O)(=O)c1ccc(Cl)cc1 (stereo unspecified)	-1%
17	CN(C)c1ccc(/C=c2\sc3nc(-c4ccccc4)nn3c2=O)cc1	-2%
1	CCCNC(=O)C(C)n1c2ccccc2c2nc(=O)cc(C)n21 (stereo unspecified)	-3%
16	O=C1C=C(NCCN2CCOCC2)C(=O)c2cnccc21	-4%

The listing continues:
#	smiles	MmCpn inh
21	O=C1c2cccc3cccc(c23)C(=O)N1CCN1CCN(C(=S)Nc2ccc(F)cc2)CC1	0%
22	COC(=O)c1[nH]c2ccc(F)cc2c1NC(=O)CCN1CCN(C(=O)c2ccco2)CC1	0%
23	CCCCCCN(C(=O)CCCCCN1C(=O)NC(c2ccc([N+](=O)[O-])cc2)C(C(=O)OCc2ccccc2)=C1C)C(C(=O)NCCCC)c1ccc(OCC(=O)OC)c(C(=O)OC)c1 (stereo unspecified)	2%
24	Clc1ccc(-c2nn3c(-c4cccc(Cl)c4)nnc3s2)cc1	-3%
25	CN(C)CCN1C(=O)C(O)=C(C(=O)c2cc3ccccc3o2)C1c1ccccn1 (stereo unspecified)	-3%
26	CCC(=O)c1c(OCc2ccccc2)ccc2c(C)cc(=O)oc12	0%
27	O=C(Nc1nnc(-c2cccnc2)o1)c1cccc([N+](=O)[O-])c1	4%
28	CCC1(C)OCC(Cn2c3ccccc3c3ccccc32)O1 (stereo unspecified)	0%
29	O=C1c2ccc3c4c(ccc(c24)C(=O)N1Cc1cccnc1)C(=O)N(Cc1cccnc1)C3=O	2%
30	CCOC(=O)c1sc(NC(=O)C2CCCO2)c(C(=O)OCC)c1C (stereo unspecified)	-8%
31	CC(=O)C1=C(O)C(=O)N(Cc2ccccc2)C1c1ccc([N+](=O)[O-])cc1 (stereo unspecified)	-1%
32	Cc1ccc(-c2nn(C)c(=O)c3ccccc23)cc1CNC(=O)Cn1nc(-c2ccccc2)c2ccccc2c1=O	0%
33	CC1(N2CCOCC2)CC2(O)C(=[N+]1[O-])CCc1nonc12 (stereo unspecified)	-1%
34	CCCCOC(=O)NS(=O)(=O)c1sc(CC(C)C)cc1-c1ccc(Cn2c(CC)nc3c(C)cc(C)nc32)cc1	2%
35	C/C(=N\n1nnnc1Nc1ccccc1)c1ccc(N)cc1	1%
36	Cc1ccc(NC(=O)c2ccccc2OCC(=O)Nc2cccc(Cl)c2C)nc1	-26%
37	O=C(NCCc1ccc(F)cc1)c1cc(-c2ccncc2)nc2ccccc12	-3%
38	CC1CCC(NC(=O)CN2C(=O)C3CCCN3c3ncc(Cl)cc32)CC1 (stereo unspecified)	-8%
39	COc1ccc(N2C(=O)[C@@H]3[C@H](C2=O)[C@H](C(=O)c2ccc(OC(C)=O)cc2)N2N=CC=C[C@@H]32)cc1	-1%
40	Cc1ccc(C)n1-c1ccccc1N	-3%
41	O=C(N/N=C/c1ccc(N2CCCCC2)o1)C(O)(c1ccccc1)c1ccccc1	0%
42	CC1CCN(c2nc3c(c(=O)[nH]c(=O)n3C)n2CCSc2nc3ccccc3o2)CC1	1%
43	C=CCn1c(SCC(=O)Nc2ccccc2OC)nnc1-c1ccco1	-2%
44	CC(C(=O)N=Nc1c(O)n(C)c2ccc(Br)cc12)n1cnc2ccccc2c1=O (stereo unspecified)	1%
45	CCOC(=O)C(CSCC(=O)c1ccc(Br)cc1)NC(=O)OC(C)(C)C (stereo unspecified)	-4%
46	COC(=O)c1c(NC(=O)c2c(C)noc2C)sc2c1CCCCCC2	-4%
47	COC(=O)Cn1c(=NC(=O)c2nc3ccccc3s2)sc2cc(S(C)(=O)=O)ccc21	-24%
48	Cc1[nH]c2ccccc2c1/C=N/Nc1ccccn1	-10%
49	Cc1ccc(C2/C(=C(/O)c3cnn(-c4ccccc4)c3C)C(=O)C(=O)N2CCCN2CCOCC2)o1 (stereo unspecified)	-1%
50	NS(=O)(=O)c1ccc(NC(=S)N2CCN(S(=O)(=O)c3ccc(F)cc3)CC2)cc1	1%
51	Cc1nn(C)cc1CNC(=O)C1C2CCC(C2)C1C(=O)O (stereo unspecified)	2%
52	CCOc1ccc(-c2ccc(SCC(=O)N3CCN(c4ccccc4)CC3)nn2)cc1	-1%
53	COc1ccc(CCN(C(=O)c2ccccc2)C2=CC3CCC(C2)N3C)cc1OC (stereo unspecified)	1%
54	COc1ccc(-c2csc(NC(=O)COC(=O)c3ccc(Br)o3)n2)cc1	-3%
55	COc1cc2c(cc1OC)C1O[C@](CCCCN3C(=O)c4ccccc4C3=O)(C2)Oc2c1c(=O)oc1ccccc21	-5%[15.4 µM]
56	CC(C)CCNC(=O)c1ccc(Cl)c(NC(=O)Cc2ccccc2)c1	-3%
57	COc1ccc2c(Cl)c(C(=O)NCC3CCCO3)sc2c1Cl (stereo unspecified)	-12%
58	Cn1c(=O)[nH]c(=O)c2c1nc(SCc1ccccc1Cl)n2CC(N)=O	1%
59	CCOCCCn1c(=NC(=O)c2ccc(OC)c(OC)c2)c(C#N)cc2c(=O)n3cccc(C)c3nc21	-1%
60	O=[N+]([O-])c1ccc(-n2cccc2/C=N/Nc2nc(N3CCCCC3)nc(N3CCCCC3)n2)cc1	-3%

Next structures follow.
item	SMILES	MmCpn inh
61	Cc1nnc(NC(=O)CSc2ccc3nnc(-c4cccnc4)n3n2)s1	1%
62	Cc1ccc2nc3sc(-c4nnc(-c5ccccc5[N+](=O)[O-])o4)c(N)c3cc2c1	-2%
63	COC(=O)N[C@H](CC(C)=O)c1ccccc1	1%
64	O=C(Nc1nc2ccccc2c2nc3ccccc3n12)c1ccc(F)cc1	-1%
65	Cc1nnc2c3cnn(-c4ccc(Cl)cc4)c3ncn12	1%
66	COc1ccc([C@]23Cc4ccccc4C(O2)c2c(c4ccc(OC)cc4oc2=O)O3)cc1	-6%[15.4 µM]
67	Cc1ccc2oc(=O)c3cc(C(=O)Nc4cc(-c5cccc(F)c5)no4)sc3c2c1	-2%
68	COc1ccc(C2C=C(c3ccc(Br)cc3)Nc3nc(NS(C)(=O)=O)nn32)cc1 (stereo unspecified)	-6%
69	CC[C@@H]1C=C(C)C[C@H](C)C[C@H](OC)[C@H]2O[C@@](O)(C(=O)C(=O)N3CCCC[C@H]3C(=O)O[C@H](/C(C)=C/[C@@H]3CC[C@@H](O)[C@H](OC)C3)[C@H](C)[C@@H](O)CC1=O)[C@H](C)C[C@@H]2OC	-1%
70	Clc1cc(Cl)cc(C2=NCCC(c3ccccc3)O2)c1 (stereo unspecified)	0%
71	COC(=O)[C@@H]1CC[C@H](C)[C@@H](c2ccc(C)cc2)N1C(=O)c1ccc(/C=N/O[C@@H](C)c2cn([C@H](CO)Cc3ccccc3)nn2)cc1	0%
72	CN(C)/C=C1/C(=O)N(c2ccc([N+](=O)[O-])cc2)N=C1c1ccccc1	-26%
73	CCOc1ccc(C(=O)Oc2ccc(NC(C)=O)cc2)cc1	-2%
74	Cn1c2cc([N+](=O)[O-])sc2c2cnn(Cc3ccccc3F)c(=O)c21	0%
75	C=CCc1cccc([C@@H]2[C@@H](C)CC[C@H]3C(=O)N4[C@@H](c5cc(OC)c(OC)c(OC)c5)c5[nH]c6ccccc6c5C[C@H]4C(=O)N23)c1	-10%
76	CCc1ccc(-c2cc(C(=O)NCCCn3ccnc3)c3ccccc3n2)s1	0%
77	C#CCOCCOCCOCCNc1nc(N2CCN(C(=O)[C@H]([C@@H](C)CC)n3cc([C@@H](N)CO)nn3)CC2)nc(N2CCN(C(=O)[C@H]([C@@H](C)CC)n3cc([C@@H](N)CO)nn3)CC2)n1	1%
78	CCn1cc(C(=O)O)c(=O)c2cc3c(cc21)OCO3	-16%
79	CCN1CCC[C@H]1CNC(=O)c1cc(S(N)(=O)=O)ccc1OC	0%
80	CC(=O)Nc1cccc(NC(=O)CSc2nnnn2-c2ccc3c(c2)OCO3)c1	2%

Some of the entries above, reformatted:
77. C#CCOCCOCCOCCNc1nc(N2CCN(C(=O)[C@H]([C@@H](C)CC)n3cc([C@@H](N)CO)nn3)CC2)nc(N2CCN(C(=O)[C@H]([C@@H](C)CC)n3cc([C@@H](N)CO)nn3)CC2)n1
  MmCpn inh: 1%

72. CN(C)/C=C1/C(=O)N(c2ccc([N+](=O)[O-])cc2)N=C1c1ccccc1
  MmCpn inh: -26%

79. CCN1CCC[C@H]1CNC(=O)c1cc(S(N)(=O)=O)ccc1OC
  MmCpn inh: 0%

71. COC(=O)[C@@H]1CC[C@H](C)[C@@H](c2ccc(C)cc2)N1C(=O)c1ccc(/C=N/O[C@@H](C)c2cn([C@H](CO)Cc3ccccc3)nn2)cc1
  MmCpn inh: 0%

Following part
item	SMILES	MmCpn inh
81	Nc1nc2nc(SCC(=O)N3CCCc4ccccc43)[nH]c2c(=O)[nH]1	-2%
82	Cc1ccccc1C1C(C#N)=C2NC(=O)c3c(sc4c3CCCCC4)N2C2=C1C(=O)CC(C)(C)C2 (stereo unspecified)	-1%
83	O=c1oc2cc([N+](=O)[O-])ccc2nc1/C=C(O)/C=C/c1ccccc1	1%
84	O=C(NC1=NCCS1)c1cccc(S(=O)(=O)N2CCCCC2)c1	-1%
85	CN1C(=O)/C(=C2\SC(=S)N(CC3CCCO3)C2=O)c2ccccc21 (stereo unspecified)	1%
86	NC(=S)Nc1nc2ccccc2[nH]c1=O	-1%
87	CCn1cc(C(=O)Nc2ccccc2C(=O)OC)c(=O)c2ccc(C)nc21	0%
88	COc1ccc(N2CCCn3c2nc2c3c(=O)n(Cc3ccccc3F)c(=O)n2C)cc1	-6%
89	CC[C@H](C)[C@@H](NC(=O)O[C@@H]1C(=O)c2cc(Br)ccc2O[C@H]1c1ccc2c(c1)OCO2)C(=O)OC	-2%
90	COc1ccc(NC(=S)Nc2ccc(C)c(S(=O)(=O)N3CCCCC3)c2)cc1	0%
91	S=C1NC2(CCS1)Oc1ccccc1C1CC(c3ccccc3)=NN12 (stereo unspecified)	-9%
92	C=C(NC(=O)C(=C)NC(=O)c1csc(C2=NC3c4csc(n4)C4NC(=O)c5csc(n5)C([C@@](C)(O)C(C)O)NC(=O)C5CSC(=N5)/C(=C\C)NC(=O)C(C(C)O)NC(=O)c5csc(n5)[C@]3(CC2)NC(=O)C(C)NC(=O)C(=C)NC(=O)C(C)NC(=O)C(C(C)CC)NC2C=Cc3c(C(C)O)cc(nc3C2O)C(=O)OC4C)n1)C(N)=O (stereo partly specified)	-1%
93	COc1ccc(N(CC(=O)N/N=C(\C)c2cccs2)S(=O)(=O)c2ccccc2)cc1Cl	0%
94	CC(=O)Cc1nnn(-c2cc(C)on2)n1	0%
95	CC(=O)Nc1ccc(OS(=O)(=O)c2ccc(C(C)(C)C)cc2)cc1	-1%
96	COc1ccc2cc(/C=N/NC(=O)CN(c3ccccc3)S(=O)(=O)c3ccccc3)c(Cl)nc2c1	-1%
97	CC1=NNC(=O)C1C(c1ccccc1)C1C(=O)NN=C1C (stereo unspecified)	-3%
98	COC1=C(OC)C(=O)C(CCCCCCCCCCO)=C(C)C1=O	2%
99	Cc1sc2ncnc(SCC(=O)c3ccc(Cl)s3)c2c1C	-20%
100	Cc1ccc(C2NC(C(=O)O)CS2)cc1 (stereo unspecified)	-2%
101	CC1CCN(C(=O)C2CCC(CNS(=O)(=O)c3cccc4cccnc34)CC2)CC1 (stereo unspecified)	0%
102	O=S(=O)(c1cc(-c2nc3ccccc3s2)ccc1Cl)N1CCOCC1	-2%
